Fluorescein autfl = compound autofluorescence in fluorescein spectral region | actives 0.91% (n = 59,000) | max fluorescein-equivalent concentration, M | Compound autofluorescence, 480/540 nm, fluorescein-equivalent; hits give high values; in the data active = max fluorescein-equivalent concentration above about 10 nM; inconclusive = between about 1.1 nM and that limit
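Normalized response (dye-equivalent concentration) derives from comparing each well's 540 nm emission, under 480 nm excitation, with plate-resident fluorescein standards. Compounds were held in 100 mM Tris, pH 8.0, for 15 min at room temperature.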
BRCT PPI red = disrupts BRCA1 BRCT binding to phosphoprotein, red fluorophore readout. BRCT-phosphopeptide binding, red fluorescence polarization. Potency, µM (doses to about 76.9 µM), for inactives: top-dose activity change, negative = inhibition, actives largely listed as inhibitors. actives 0.03% (n = 75,000). AID 892; note: % is set by controls: 0 for no effect and ±100 for the full control effect
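Fluorescence polarization: 100 nM His-tagged BRCA1 BRCT with 100 nM TAMRA-labelled phospho-BACH1 decapeptide, phosphate buffer pH 7.3 with 150 mM NaCl, DTT, 0.01% Tween 20; 12 min RT. Binding inhibition seen as FP decrease.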
Caspase-1 inhib = blocks human caspase-1 allosterically or competitively; P29466; Caspase-1 enzyme, Ac-WEHD-AFC fluorogenic rate; Potency, µM (highest dose often 57.5 µM), for the others: at the top dose activity change, negative = inhibition, hits mostly inhibitors; actives 0.03% (n = 75,000);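 note: potency is the fitted concentration of half-maximal effect; plate controls were vehicle for no effect and no substrate for full effect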
Target sequence (P29466 120-297 limits assumed): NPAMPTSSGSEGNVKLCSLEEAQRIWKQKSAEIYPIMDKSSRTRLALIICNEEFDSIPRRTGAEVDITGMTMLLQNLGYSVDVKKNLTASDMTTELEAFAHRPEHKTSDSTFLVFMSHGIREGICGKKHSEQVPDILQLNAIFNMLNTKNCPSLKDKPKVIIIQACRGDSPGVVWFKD
Target sequence (P29466 317-404 limits assumed): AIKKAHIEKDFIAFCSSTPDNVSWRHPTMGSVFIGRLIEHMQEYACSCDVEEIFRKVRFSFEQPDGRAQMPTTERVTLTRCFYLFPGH
USP2a inhib = USP2a (human) protease inhibition. AID 927. USP2a enzymatic assay, qHTS inhibition. Potency, µM (highest dose often 38.3 µM), without a hit: at the top dose activity change, negative = inhibition, most hits filed as inhibitors. O75604. actives 0.1% (n = 60,000);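 note: potency is the fitted concentration of half-maximal effect; nearly all actives have a fitted effect of over 60% in size; plate controls were DMSO for no effect and NEM full inhibition control for full effect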
Target sequence (O75604 whole entry, looked up): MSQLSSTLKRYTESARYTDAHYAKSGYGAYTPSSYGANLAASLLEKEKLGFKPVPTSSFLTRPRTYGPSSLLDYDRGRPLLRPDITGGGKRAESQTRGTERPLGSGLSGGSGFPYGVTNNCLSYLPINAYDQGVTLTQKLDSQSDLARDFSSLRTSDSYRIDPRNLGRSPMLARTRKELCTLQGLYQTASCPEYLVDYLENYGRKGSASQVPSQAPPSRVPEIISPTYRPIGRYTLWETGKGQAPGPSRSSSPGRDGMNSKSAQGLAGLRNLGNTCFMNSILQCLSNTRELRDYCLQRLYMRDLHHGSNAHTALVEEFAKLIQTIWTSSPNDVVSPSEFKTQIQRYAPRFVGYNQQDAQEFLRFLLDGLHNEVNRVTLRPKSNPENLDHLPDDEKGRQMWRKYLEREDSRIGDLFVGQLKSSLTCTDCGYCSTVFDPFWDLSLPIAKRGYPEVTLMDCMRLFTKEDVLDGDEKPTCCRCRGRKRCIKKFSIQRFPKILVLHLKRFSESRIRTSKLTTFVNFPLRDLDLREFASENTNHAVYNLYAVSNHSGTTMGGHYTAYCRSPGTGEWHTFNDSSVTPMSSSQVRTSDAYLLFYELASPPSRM
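USP2 core (20nM final) preincubated 30 min RT with compound, then Ub-PLA2 20nM and NBD C6-HPC 20uM final added; buffer 20mM Tris-HCl pH 8.0, 2mM CaCl2. Fluorescence Ex 460/Em 535 read at 0 and 2.5 h; normalized to NEM.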
4MU fluor = compound fluoresces in the 4-MU spectral region; compound autofluorescence, 340/450 nm, 4-MU equivalents; hits give high values; max dye-equivalent concentration, M; actives 11% (n = 59,000); in the data active = max dye-equivalent concentration above about 10 nM; inconclusive = mostly about 1.1 nM to 9.6 nM
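Intrinsic fluorescence at 340/450 nm (ex/em) was read after 15 min at room temperature in pH 8.0, 100 mM Tris. Each compound concentration expressed as 4-MU-equivalent concentration from a six-point 4-MU standard series on each plate.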
UbGFP stabilizer = inhibits proteasome, raising ubiquitin-GFP reporter fluorescence | Ubiquitin-GFP reporter cells, proteasome inhibition, GFP fluorescence; response scale: untreated = 0%, 10 µM MG-132 = 100% | Potency, µM (series often up to 45.9 µM), inactives show at the top dose activation (GFP accumulation), hits mostly activators | 67,000 tested, under 10 active; active = well fitted activation curve with a large enough effect, not every such curve was filed as active; inconclusive = small, poorly fitted or top-dose-only effect, or another doubt; inactive = no such curve, though single readings can be large or run the other way; note: potency is the fitted concentration of half-maximal effect
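U2OS cells stably expressing ubiquitin(G76V)-GFP, seeded overnight in 0.5% FBS medium, were exposed to compounds (qHTS, 46 uM to 2.9 nM) for 4 hr at 37 °C. GFP-positive cells were counted by laser cytometry (488 ex/515 em), normalized between basal and 10 uM MG-132.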
A350 autofl = compounds fluorescent in Alexa 350 spectral region; Compound autofluorescence, 340/450 nm, Alexa 350 dye-equivalents; hits give high values; max dye-equivalent concentration, M; actives 11% (n = 59,000); AID 590; in the data active = max dye-equivalent concentration above about 10 nM; inconclusive = mostly about 1.1 nM to 9.6 nM
HEK293 cAMP ctrl = raises cAMP in parental HEK293 cells, TSHR agonist counter-screen | AID 938 | Potency, µM (titrated, usually from 57.1 µM), for the others: top-dose activation, usual class: activators | parental HEK293 CNG cAMP sensor, membrane potential fluorescence | actives 2.5% (n = 73,000); note: potency is the fitted concentration of half-maximal effect; % of control where 0% means no effect; nearly all actives have a fitted effect of over 55% in size
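Counterscreen for endogenous-receptor signalling: CNG-channel HEK 293 cells report cAMP rise by membrane depolarization. After 60 min dye equilibration with 100 uM RO 20-1724, compounds incubated 30 min before bottom-read fluorescence at 590 nm.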
Epigenetic mod = derepresses silenced GFP locus in mouse C127i cells. mouse C127i GFP locus derepression, cytometry, 30 h. AID 597. Potency, µM (titrated, usually from 46.1 µM), without a hit: top-dose GFP derepression (activation). actives 0.09% (n = 68,000); note: % of control where 0% means no effect
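Murine C127i mammary cells carrying a silenced, stably integrated CMV-driven GFP reporter were treated with compound for 30 hours at 37 C. After PBS washes, GFP-positive cells were counted by laser-scanning microplate cytometry.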
BRCT inh green = BRCA1 BRCT-phosphoprotein interaction inhibition; actives 0.05% (n = 75,000); AID 875; Potency, µM (series often up to 76.9 µM), for inactives: at the highest dose activity change, negative = inhibition, hits mostly inhibitors; P38398; BRCA1 BRCT-phosphopeptide binding, green fluorescence polarization;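 note: potency is the fitted concentration of half-maximal effect; plate controls were peptide without protein for full effect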
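Fluorescence polarization: His-tagged BRCT (~35 kDa BRCA1 C-terminus, 250 nM) bound to 100 nM fluorescein-labeled phosphorylated 10-aa BACH1 peptide, pH 7.3 phosphate buffer with DTT and Tween 20. Compounds incubated 12 min at room temperature; inhibition read as lowered polarization.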
Caspase-7 inhib = caspase-7 (human) inhibition, allosteric or competitive; P55210; recombinant caspase-7, Ac-DEVD-AFC fluorescence rate; Potency, µM (highest dose often 57.5 µM), for the others: at the highest dose activity change, negative = inhibition, most hits filed as inhibitors; actives 0.02% (n = 75,000); AID 889; active = well fitted inhibition curve with a large enough effect in the main read-out, with a control signal flat, not every such curve was filed as active; inconclusive = small, poorly fitted or top-dose-only effect, or a change in a side signal; note: potency is the fitted concentration of half-maximal effect; % of control where 0% means no effect
An asterisk follows results filed as active; [ ] = another dose, or the depositor's remark. Unless noted, calls come from the whole dose curve; as a rule, active = well fitted curve in the direction sought with a large enough effect; inconclusive = small, poorly fitted or top-dose-only effect, or another doubt; inactive = no such curve, though single readings can be large; an effect the other way counts as inactive or inconclusive.

Screening O=c1[nH][nH]c2nc(C(F)(F)F)cc(C(F)(F)F)c12 returned Fluorescein autfl inactive, BRCT PPI red -1.3%, Caspase-1 inhib 1%, USP2a inhib -15%, 4MU fluor inactive, UbGFP stabilizer -3%, A350 autofl inactive, HEK293 cAMP ctrl 6%, Epigenetic mod 2%, BRCT inh green -0.8% and Caspase-7 inhib 0%.
`Oc1c(Cl)cc(Cl)c(Cl)c1Cc1c(O)c(Cl)cc(Cl)c1Cl` gave BRCT PPI red -5.2%, Caspase-1 inhib -13%, USP2a inhib 0%, HEK293 cAMP ctrl 10µM*, BRCT inh green -0.9% and Caspase-7 inhib inconclusive.
COC(=O)c1cccc(NC(=O)C(C)N2C(=O)c3ccccc3C2=O)c1 (stereo not drawn) was read as BRCT PPI red 1.3%, Caspase-1 inhib -2%, USP2a inhib 20%, UbGFP stabilizer 4%, HEK293 cAMP ctrl 8%, Epigenetic mod -3%, BRCT inh green -1.2% and Caspase-7 inhib 2%.
For O=C(NCc1ccc(Cl)cc1)c1noc2c1CCCC2 the results were Fluorescein autfl inactive, BRCT PPI red 0.8%, Caspase-1 inhib -1%, USP2a inhib 6%, 4MU fluor inactive, UbGFP stabilizer -11%, A350 autofl inactive, HEK293 cAMP ctrl 7%, Epigenetic mod 0%, BRCT inh green 0.6% and Caspase-7 inhib -2%.
`Cn1c(=O)c(-c2cccc(Cl)c2)nc2cncnc21` gave Fluorescein autfl inactive, BRCT PPI red -3.1%, Caspase-1 inhib -11%, USP2a inhib 16%, 4MU fluor inactive, UbGFP stabilizer -7%, A350 autofl inconclusive, HEK293 cAMP ctrl 24%, Epigenetic mod 2%[9.22 µM], BRCT inh green -2.0% and Caspase-7 inhib -10%.
COCCN1Cc2cccc(C(=O)Nc3ccc(C)c(C)c3)c2C1=O was read as Fluorescein autfl inactive, BRCT PPI red -1.6%, Caspase-1 inhib -2%, USP2a inhib 21%, 4MU fluor 3e-08M*, UbGFP stabilizer -2%, A350 autofl 2.9e-08M*, HEK293 cAMP ctrl 9%, Epigenetic mod 3%, BRCT inh green -0.8% and Caspase-7 inhib 0%.
COCCNC(=O)CN(C(=O)CCC(=O)Nc1ccccn1)c1ccc(F)c(Cl)c1 was read as Fluorescein autfl inconclusive, BRCT PPI red 0.5%, Caspase-1 inhib 2%, USP2a inhib 9%, 4MU fluor inactive, UbGFP stabilizer 7%, A350 autofl inconclusive, HEK293 cAMP ctrl -6%, Epigenetic mod 1%, BRCT inh green 0.4% and Caspase-7 inhib -2%.
For CC(C)CC(=O)N(c1ccc(F)cc1)C1C=CS(=O)(=O)C1 (stereo not drawn) the results were Fluorescein autfl inactive, BRCT PPI red 0.4%, Caspase-1 inhib -1%, USP2a inhib 4%, 4MU fluor inconclusive, UbGFP stabilizer -7%, A350 autofl inconclusive, HEK293 cAMP ctrl -1%, Epigenetic mod 1%, BRCT inh green 4.8% and Caspase-7 inhib -2%.
`Cc1ccc(CS(=O)(=O)CCC(=O)NCCCN2CCCC2=O)cc1` gave Fluorescein autfl inconclusive, BRCT PPI red 1.6%, Caspase-1 inhib 1%, USP2a inhib 4%, 4MU fluor inactive, UbGFP stabilizer 12%, A350 autofl inactive, HEK293 cAMP ctrl 7%, Epigenetic mod 1%, BRCT inh green -1.5% and Caspase-7 inhib -1%.
For CCOC(=O)C1C(c2ccccc2Cl)NC(=O)N(C)C1(O)C(F)(F)F (stereo not drawn) the results were Fluorescein autfl inactive, BRCT PPI red -1.3%, Caspase-1 inhib -3%, USP2a inhib 4%, 4MU fluor inactive, A350 autofl inactive, HEK293 cAMP ctrl -1%, Epigenetic mod 2%, BRCT inh green -1.6% and Caspase-7 inhib -1%.

Two entries picked at random from those above:
For CC(C)CC(=O)N(c1ccc(F)cc1)C1C=CS(=O)(=O)C1 (stereo not drawn) the results were Fluorescein autfl inactive, BRCT PPI red 0.4%, Caspase-1 inhib -1%, USP2a inhib 4%, 4MU fluor inconclusive, UbGFP stabilizer -7%, A350 autofl inconclusive, HEK293 cAMP ctrl -1%, Epigenetic mod 1%, BRCT inh green 4.8% and Caspase-7 inhib -2%.
COCCN1Cc2cccc(C(=O)Nc3ccc(C)c(C)c3)c2C1=O was read as Fluorescein autfl inactive, BRCT PPI red -1.6%, Caspase-1 inhib -2%, USP2a inhib 21%, 4MU fluor 3e-08M*, UbGFP stabilizer -2%, A350 autofl 2.9e-08M*, HEK293 cAMP ctrl 9%, Epigenetic mod 3%, BRCT inh green -0.8% and Caspase-7 inhib 0%.

Additional results follow:
Screening COc1ccc(CNC(=O)C2CCN(c3nccs3)CC2)cc1 returned Fluorescein autfl inactive, BRCT PPI red -0.7%, Caspase-1 inhib -3%, USP2a inhib -4%, 4MU fluor inactive, UbGFP stabilizer 0%, A350 autofl inactive, HEK293 cAMP ctrl -1%, Epigenetic mod 4%, BRCT inh green -2.4% and Caspase-7 inhib 0%.
For Fc1ccc(CN2CCCCCC2)c(F)c1 the results were BRCT PPI red -0.6%, Caspase-1 inhib 0%, USP2a inhib -1%[7.66 µM], UbGFP stabilizer 14%[9.17 µM], HEK293 cAMP ctrl 9%[11.4 µM], Epigenetic mod -2%, BRCT inh green -0.4% and Caspase-7 inhib 1%.
Cc1ccc(Cn2nnc(C(=O)Nc3cccc(C)c3C)c2N)cc1 was read as Fluorescein autfl inactive, BRCT PPI red 0.1%, Caspase-1 inhib -2%, USP2a inhib 7%, 4MU fluor inactive, UbGFP stabilizer 8%, A350 autofl inactive, HEK293 cAMP ctrl 12%, Epigenetic mod 0%, BRCT inh green -0.2% and Caspase-7 inhib -4%.
For Cc1ccnc(SCCn2c(N(C)Cc3ccccc3)nc3c2c(=O)n(C)c(=O)n3C)n1 the results were BRCT PPI red 1.3%, Caspase-1 inhib -2%, UbGFP stabilizer 2%, HEK293 cAMP ctrl -4%, BRCT inh green 2.8% and Caspase-7 inhib 2%.
For Cc1ccc(N(CC(=O)N2CCc3ccccc32)C2=NC(=O)CS2)cc1 the results were Fluorescein autfl inconclusive, BRCT PPI red -0.8%, Caspase-1 inhib 0%, USP2a inhib 23%, 4MU fluor inactive, UbGFP stabilizer -1%, A350 autofl inactive, HEK293 cAMP ctrl 16%, Epigenetic mod 0%, BRCT inh green 0.9% and Caspase-7 inhib 1%[0.00368 µM].
`O=c1cc(CN2CCN(c3ccccc3)CC2)c2cc(O)c(-c3ccccc3)cc2o1` gave Fluorescein autfl inactive, BRCT PPI red -1.1%, Caspase-1 inhib -2%, USP2a inhib 17%, 4MU fluor inactive, UbGFP stabilizer 26%, A350 autofl inactive, HEK293 cAMP ctrl -8%, Epigenetic mod 0%, BRCT inh green -0.7% and Caspase-7 inhib -4%.
For CCOC(=O)CC(C#N)c1c[nH]c2ccccc12 (stereo not drawn) the results were Fluorescein autfl inactive, BRCT PPI red -0.4%, Caspase-1 inhib -2%, USP2a inhib 0%, 4MU fluor inconclusive, UbGFP stabilizer -2%, A350 autofl inconclusive, HEK293 cAMP ctrl 0%, Epigenetic mod 0%, BRCT inh green -1.2% and Caspase-7 inhib -2%.
Screening Cc1cc(C)n2nc(SCC(=O)Nc3ccc(F)cc3)nc2n1 returned BRCT PPI red -0.2%, Caspase-1 inhib -2%, UbGFP stabilizer -14%, HEK293 cAMP ctrl 7%, BRCT inh green 4.6% and Caspase-7 inhib 0%.
Screening Cc1c(C)[n+](=O)c2c(n1[O-])CCCCC2 returned Fluorescein autfl inconclusive, BRCT PPI red -0.9%, Caspase-1 inhib -2%, USP2a inhib 1%, 4MU fluor inactive, UbGFP stabilizer 2%, A350 autofl inactive, HEK293 cAMP ctrl inconclusive, Epigenetic mod 2%, BRCT inh green -4.3% and Caspase-7 inhib 0%.
`CC(C)=CC(=O)N1CCCc2ccccc21` gave Fluorescein autfl inactive, BRCT PPI red 0.1%, Caspase-1 inhib -1%, USP2a inhib 0%, 4MU fluor inactive, UbGFP stabilizer 3%, A350 autofl inactive, HEK293 cAMP ctrl 10%, Epigenetic mod -3%, BRCT inh green -4.4% and Caspase-7 inhib 0%.
For COc1ccc(C2c3c(oc4ccccc4c3=O)C(=O)N2c2ccccn2)cc1OC (stereo not drawn) the results were BRCT PPI red 0.1%, Caspase-1 inhib 1%, UbGFP stabilizer -1%, HEK293 cAMP ctrl 4%, Epigenetic mod 3%, BRCT inh green -1.2% and Caspase-7 inhib 0%.
`CC(=O)c1cccc(NC(=O)C2CCN(S(C)(=O)=O)CC2)c1` gave Fluorescein autfl inactive, BRCT PPI red 0.9%, Caspase-1 inhib 2%, USP2a inhib -5%, 4MU fluor inactive, UbGFP stabilizer 2%, A350 autofl inactive, HEK293 cAMP ctrl 1%, Epigenetic mod 0%, BRCT inh green -0.3% and Caspase-7 inhib 2%.

These rows are one share of the data; the hit share may differ from the screen's.
